Compound activity from PubChem.
hcDAF-12 act: activators of H. contortus DAF-12 nuclear receptor; hit rate 1.4% among 370,000; HEK293 hcDAF-12 lit1-tk-luc reporter, luminescence; 0% DMSO, 100% Δ7-dafachronic acid; activation, % at 6.8 µM;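 active = activation above the mean of all tested compounds plus 3 SD, cut at about 5.5% in these data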;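 note: 100% = response to 3 µM Δ7-dafachronic acid high control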
DAX1 inh-1: inhibitors of human orphan nuclear receptor DAX1 (NR0B1) | AID 504766 | P51843 | hit rate 0.99% among 340,000 | inhibition, % at 6.75 µM | HEK293 Gal4-DAX1 luciferase reporter, luminescence;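 active = inhibition above the mean over all tested compounds plus 3 SD, cut at about 4.2% in these data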;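 note: 0% = DAX1-transfected cells with DMSO and 100% = empty-vector control cells with DMSO; inhibition shows as a rise in luminescence from relieved DAX1 repression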
GAA850 FXN act: increases GAA850 frataxin promoter reporter activity | HEK293 lucGAA850 FXN promoter luciferase reporter, 24 h; percent of 10 µM SAHA response | activation, % at 6 µM | hit rate 0.56% among 360,000 | AID 540364;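 active = activation above the average of all compounds screened plus 3 SD, cutoff fixed separately per campaign, cut at about 7.5% in these data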;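 note: 0% = DMSO wells and 100% = 10 µM SAHA wells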
hgDAF12 agonist: hgDAF-12 agonism, primary luciferase screen | activation, % at 6.8 µM | HEK293 GAL4-hgDAF12 UAS-luciferase reporter, agonist luminescence; normalized to butyrate control | AID 687014 | hit rate 1.8% among 370,000;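 active = activation above a cutoff set at the mean of all screened compounds plus 3 SD, cut at about 10% in these data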;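 note: 0% = DMSO wells and 100% = sodium butyrate wells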
HGIII-sPLA2 inh: Blocks human group III sPLA2 activity; AID 743126; inhibition, % at 12.2 µM; hit rate 0.56% among 370,000; Q9NZ20; QFRET BODIPY PC-A2 liposome hydrolysis, fluorescence;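 active = inhibition above mean plus 3 SD of compounds lying within the high and low control bounds, cut at about 19% in these data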;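 note: 0% = median of test compound wells and 100% = no enzyme DMSO wells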
DAX1 inh-2: blocks DAX1 repression of SF-1 activated StAR promoter; HEK293T StAR-luciferase reporter, SF-1/DAX-1 repression relief; inhibition, % at 6.8 µM; hit rate 1.1% among 370,000; AID 652010;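 active = inhibition above the mean over all tested compounds plus 3 SD, cut at about 3.6% in these data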;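 note: 0% = DAX-1 cells with DMSO and 100% = cells lacking DAX-1 with DMSO; higher inhibition means more luminescence from relief of DAX-1 repression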
NPR1 activator: GC-A (human) enzyme activation. HEK293 GC-A cells, cGMP TR-FRET, EC30 ANP; 0% at EC30 ANP, 100% saturating ANP. P16066. activation, % at 10 µM. hit rate 0.14% among 370,000; in the data active = activation above about 40%
KLK7 zymogen act: proKLK7 (human) activation, primary screen. P49862. purified proKLK7, EDANS-DABCYL substrate fluorescence; 100% is mature enzyme control, 0% vehicle. activation, % at 7 µM. hit rate 0.9% among 370,000. AID 652039;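 active = activation above the mean of all tested compounds plus 3 SD, computed per campaign excluding outliers beyond control limits, cut at about 13% in these data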
GC-B act: GC-B (human) receptor activation | hit rate 0.11% among 370,000 | HEK293-GC-B cells, CNP EC30, cGMP TR-FRET; 0% at EC30 CNP, 100% saturating CNP | P20594 | activation, % at 10 µM;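 active = activation at 10 µM reaching about 35% in either raw or pattern-adjusted values, limit read from the data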
Target sequence (P20594 whole entry, looked up): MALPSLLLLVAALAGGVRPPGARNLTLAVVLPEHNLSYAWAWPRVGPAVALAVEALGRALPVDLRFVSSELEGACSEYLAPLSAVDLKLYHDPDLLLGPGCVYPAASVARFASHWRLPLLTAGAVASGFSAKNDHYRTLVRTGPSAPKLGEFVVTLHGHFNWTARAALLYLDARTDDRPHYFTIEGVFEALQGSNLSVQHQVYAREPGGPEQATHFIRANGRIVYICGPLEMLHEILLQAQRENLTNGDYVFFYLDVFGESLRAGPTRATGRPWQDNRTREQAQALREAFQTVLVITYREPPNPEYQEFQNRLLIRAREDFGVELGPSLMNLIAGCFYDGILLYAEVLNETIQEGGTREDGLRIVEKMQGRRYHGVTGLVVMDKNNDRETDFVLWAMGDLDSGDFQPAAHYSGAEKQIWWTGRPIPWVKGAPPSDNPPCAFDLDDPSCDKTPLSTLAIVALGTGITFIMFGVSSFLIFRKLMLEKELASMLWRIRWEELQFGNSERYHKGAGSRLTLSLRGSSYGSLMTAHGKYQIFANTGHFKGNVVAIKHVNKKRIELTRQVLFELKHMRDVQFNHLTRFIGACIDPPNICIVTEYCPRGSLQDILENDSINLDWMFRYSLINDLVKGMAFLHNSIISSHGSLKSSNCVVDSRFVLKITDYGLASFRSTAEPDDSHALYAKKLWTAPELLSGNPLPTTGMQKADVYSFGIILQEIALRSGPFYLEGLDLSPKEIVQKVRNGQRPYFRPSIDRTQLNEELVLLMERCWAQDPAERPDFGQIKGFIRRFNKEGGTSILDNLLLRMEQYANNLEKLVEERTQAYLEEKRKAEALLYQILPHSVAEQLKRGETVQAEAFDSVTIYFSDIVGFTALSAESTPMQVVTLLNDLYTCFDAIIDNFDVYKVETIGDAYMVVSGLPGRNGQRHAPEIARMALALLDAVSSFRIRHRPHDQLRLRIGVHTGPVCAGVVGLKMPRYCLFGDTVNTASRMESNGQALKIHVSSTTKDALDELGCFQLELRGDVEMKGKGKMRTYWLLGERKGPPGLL
ssDAF12 agonist: S. stercoralis DAF-12 activation, primary screen; hit rate 1% among 370,000; HEK293 ssDAF-12/GRIP1 lit1-tk-luc reporter, luminescence; % of 3 µM dafachronic acid response; activation, % at 6.8 µM; AID 652126;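 active = activation above the mean over all tested compounds plus 3 SD, cut at about 0.9% in these data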;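 note: 0% = DMSO-only wells and 100% = 3 µM delta7-dafachronic acid wells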
SMARCA2 act: increases SMARCA2 function in MMTV reporter cells; MG213 cells, MMTV-luciferase reporter, dexamethasone, overnight; activation, % at 9.1 µM; hit rate 1% among 370,000; in the data active = activation above about 7.8%;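 note: 0% = vehicle wells and 100% = reference activator wells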
Starred values were filed as active, the others as inactive.

Screening O=C(NCc1ccccc1Br)c1ccc2c(c1)OCCO2 returned hcDAF-12 act -1.4, DAX1 inh-1 -0.8, GAA850 FXN act 2.0, hgDAF12 agonist 0.5, HGIII-sPLA2 inh -3, DAX1 inh-2 0.2, NPR1 activator -1, KLK7 zymogen act 0.7, GC-B act 1, ssDAF12 agonist -0.9 and SMARCA2 act 1.
For Cc1ccc(-c2noc(-c3ccccc3Br)n2)cc1 the results were hcDAF-12 act 16*, DAX1 inh-1 4.2*, GAA850 FXN act 1.2, hgDAF12 agonist 14*, HGIII-sPLA2 inh -3, DAX1 inh-2 5.5*, NPR1 activator -1, KLK7 zymogen act 0.1, GC-B act -7, ssDAF12 agonist 2.9* and SMARCA2 act 5.
CN=c1sc2ccccc2n1CC(O)COc1ccccc1 (stereo not given) was read as hcDAF-12 act -2.0, DAX1 inh-1 0.5, GAA850 FXN act 0.2, hgDAF12 agonist -5.0, HGIII-sPLA2 inh -4, DAX1 inh-2 -0.3, NPR1 activator -9, KLK7 zymogen act 0.2, GC-B act -9, ssDAF12 agonist -1.1 and SMARCA2 act -3.
For Cc1nc(N2CCN(C(=O)c3ccco3)CC2)nc2c1C(=O)CC(C)C2 (stereo not given) the results were hcDAF-12 act 0.8, DAX1 inh-1 0.6, GAA850 FXN act 1.5, hgDAF12 agonist -1.7, HGIII-sPLA2 inh 3, DAX1 inh-2 0.3, NPR1 activator 2, KLK7 zymogen act 0.2, GC-B act -5, ssDAF12 agonist -1.1 and SMARCA2 act -2.
Screening CCc1ccc(-c2csc(NC(=O)C3CC(=O)N(c4ccc5c(c4)OCCO5)C3)n2)cc1 (stereo not given) returned hcDAF-12 act -4.5, DAX1 inh-1 -1.9, GAA850 FXN act -7.5, hgDAF12 agonist -6.1, HGIII-sPLA2 inh 6, DAX1 inh-2 -1.4, NPR1 activator 3, KLK7 zymogen act 0.1, GC-B act -1, ssDAF12 agonist -1.7 and SMARCA2 act -4.
Screening Cc1ccc(NC(=O)OC2CC3CC2[C@H]2CCCCN2[C@H]3Cc2ccccc2)cc1 (stereo not given in full) returned hcDAF-12 act 0.2, hgDAF12 agonist 2.1, HGIII-sPLA2 inh -3, DAX1 inh-2 -0.2, NPR1 activator -5, KLK7 zymogen act 0.2, GC-B act 1, ssDAF12 agonist -1.0 and SMARCA2 act -2.
Screening Cc1cccc(-c2nnc(SCC(=O)N3c4ccccc4CCc4ccccc43)n2C)c1 returned hcDAF-12 act -5.0, DAX1 inh-1 -1.1, GAA850 FXN act -3.4, hgDAF12 agonist -1.6, HGIII-sPLA2 inh -12, DAX1 inh-2 -0.7, NPR1 activator -12, KLK7 zymogen act -0.8, GC-B act -13, ssDAF12 agonist -1.6 and SMARCA2 act -3.
`COc1ccc(NC(=O)CC2Oc3ccc(C)cc3NC2=O)cc1` (stereo not given) gave hcDAF-12 act 2.1, DAX1 inh-1 1.9, GAA850 FXN act -0.1, hgDAF12 agonist 1.0, HGIII-sPLA2 inh 11, DAX1 inh-2 -0.5, NPR1 activator -3, KLK7 zymogen act -0.3, GC-B act -2, ssDAF12 agonist -1.1 and SMARCA2 act -2.
For Cc1cc(=O)oc2c(C)c(OCC(=O)N3CCN(c4cccc(Cl)c4)CC3)ccc12 the results were hcDAF-12 act -2.6, DAX1 inh-1 -0.3, GAA850 FXN act 1.8, hgDAF12 agonist -2.8, HGIII-sPLA2 inh -14, DAX1 inh-2 -1.8, NPR1 activator -8, KLK7 zymogen act -3.1, GC-B act -4, ssDAF12 agonist -1.7 and SMARCA2 act -3.
`O=C(Nc1nnc(N2CCCCCC2)s1)c1cc(-c2ccc(Br)cc2)on1` gave hcDAF-12 act 0.3, DAX1 inh-1 0.4, GAA850 FXN act 1.1, hgDAF12 agonist 0.9, HGIII-sPLA2 inh 2, DAX1 inh-2 0.7, NPR1 activator 3, KLK7 zymogen act 0.2, GC-B act -9, ssDAF12 agonist -1.3 and SMARCA2 act -1.
`COc1cccc(NC(=O)c2cccc(OC)c2OC)c1` gave hcDAF-12 act 0.1, DAX1 inh-1 0.9, GAA850 FXN act 2.9, hgDAF12 agonist 12*, HGIII-sPLA2 inh 4, DAX1 inh-2 1.6, NPR1 activator 7, KLK7 zymogen act -0.2, GC-B act 5, ssDAF12 agonist -0.1 and SMARCA2 act 4.
Screening Cc1ccc(C(=O)NC(C)c2ccccc2)cc1Br (stereo not given) returned hcDAF-12 act 0.3, DAX1 inh-1 2.6, GAA850 FXN act -0.6, hgDAF12 agonist -1.1, HGIII-sPLA2 inh -6, DAX1 inh-2 -0.8, NPR1 activator 0, KLK7 zymogen act 0.6, GC-B act 0, ssDAF12 agonist -0.4 and SMARCA2 act 1.
Cc1ccc(N2OC3C(=O)NC(=O)C3C2c2ccco2)cc1 (stereo not given) was read as hcDAF-12 act -1.9, DAX1 inh-1 2.1, GAA850 FXN act -0.5, hgDAF12 agonist 0.4, HGIII-sPLA2 inh 6, DAX1 inh-2 0.1, NPR1 activator 8, KLK7 zymogen act 0.3, GC-B act 6, ssDAF12 agonist -1.4 and SMARCA2 act 1.
`CCn1nc(NS(=O)(=O)c2ccccc2)c2cc3ccc(C)cc3nc21` gave hcDAF-12 act -0.6, DAX1 inh-1 0.5, GAA850 FXN act -1.7, hgDAF12 agonist -0.3, HGIII-sPLA2 inh 1, DAX1 inh-2 2.8, NPR1 activator -1, KLK7 zymogen act -0.2, GC-B act 1, ssDAF12 agonist -0.3 and SMARCA2 act -2.
For C[C@@H]1CN([C@@H](C)CO)C(=O)CCCn2nncc2CO[C@H]1CN(C)CC1CC1 the results were hcDAF-12 act -0.5, hgDAF12 agonist -0.5, HGIII-sPLA2 inh 9, DAX1 inh-2 -0.1, NPR1 activator 5, KLK7 zymogen act -0.3, GC-B act -1, ssDAF12 agonist -0.5 and SMARCA2 act -3.
For Cc1ncccc1C(=O)N1CCCC(C(=O)c2ccc3c4c(cccc24)CC3)C1 (stereo not given) the results were hcDAF-12 act -2.0, DAX1 inh-1 -2.1, GAA850 FXN act 4.5, hgDAF12 agonist -2.5, HGIII-sPLA2 inh -8, DAX1 inh-2 -0.1, NPR1 activator -2, KLK7 zymogen act -2.9, GC-B act 2, ssDAF12 agonist -1.4 and SMARCA2 act 1.
Screening CC(=O)c1ccccc1NC(=O)COC(=O)Cc1cccc(C(F)(F)F)c1 returned hcDAF-12 act -1.1, DAX1 inh-1 0.1, GAA850 FXN act 0.8, hgDAF12 agonist -3.0, HGIII-sPLA2 inh 11, DAX1 inh-2 1.1, NPR1 activator -1, KLK7 zymogen act -0.1, GC-B act 2, ssDAF12 agonist -1.1 and SMARCA2 act -2.
`COC(=O)c1c(C)[nH]c(C(=O)CSc2nnnn2-c2ccccc2)c1C` gave hcDAF-12 act -1.9, DAX1 inh-1 0.0, GAA850 FXN act 2.1, hgDAF12 agonist -2.2, HGIII-sPLA2 inh 1, DAX1 inh-2 -0.3, NPR1 activator -1, KLK7 zymogen act 0.0, GC-B act 1, ssDAF12 agonist -1.3 and SMARCA2 act 1.
`COc1ccc(OC)c(C(=O)C2COC(=O)C2)c1` (stereo not given) gave hcDAF-12 act -0.7, DAX1 inh-1 0.3, GAA850 FXN act 1.5, hgDAF12 agonist 0.5, HGIII-sPLA2 inh 2, DAX1 inh-2 -0.3, NPR1 activator 1, KLK7 zymogen act -0.9, GC-B act 5, ssDAF12 agonist -1.3 and SMARCA2 act 3.
Screening Cc1ccc(Cn2c(C3CCCN3c3nc(-c4ccc(F)cc4)cs3)nc3cc(C(=O)NCCCO)ccc32)cc1 (stereo not given) returned hcDAF-12 act 0.4, DAX1 inh-1 -1.2, GAA850 FXN act -1.5, hgDAF12 agonist -2.2, HGIII-sPLA2 inh -37, DAX1 inh-2 -0.4, NPR1 activator -1, KLK7 zymogen act 0.0, GC-B act 2, ssDAF12 agonist -1.4 and SMARCA2 act 1.
For COC(=O)[C@H](C)[C@@H]1C[C@@]1(C)[C@@H](NC(=O)OCc1ccccc1)c1ccccc1 the results were hcDAF-12 act -1.9, DAX1 inh-1 -0.2, GAA850 FXN act -0.6, hgDAF12 agonist -1.5, HGIII-sPLA2 inh -4, DAX1 inh-2 -0.4, NPR1 activator 1, KLK7 zymogen act 0.4, GC-B act -3, ssDAF12 agonist -0.7 and SMARCA2 act -1.
O=C(Cc1coc2ccc3ccccc3c12)N1CCc2ccccc21 was read as hcDAF-12 act -1.4, DAX1 inh-1 0.0, GAA850 FXN act -0.7, hgDAF12 agonist -0.7, HGIII-sPLA2 inh 12, DAX1 inh-2 -0.2, NPR1 activator 1, KLK7 zymogen act -2.9, GC-B act -3, ssDAF12 agonist -1.3 and SMARCA2 act 0.
`Cc1cccc(OCCCCCNCCO)c1` gave hcDAF-12 act -0.3, DAX1 inh-1 0.2, GAA850 FXN act 0.4, hgDAF12 agonist 1.4, HGIII-sPLA2 inh 0, DAX1 inh-2 0.3, NPR1 activator 3, KLK7 zymogen act -0.6, GC-B act -1, ssDAF12 agonist -1.4 and SMARCA2 act 1.
Screening CC(OC(=O)Cn1ccccc1=O)C(=O)Nc1cc(Cl)cc(Cl)c1 (stereo not given) returned hcDAF-12 act -0.8, DAX1 inh-1 0.2, GAA850 FXN act 2.6, hgDAF12 agonist -2.6, HGIII-sPLA2 inh 5, DAX1 inh-2 1.2, NPR1 activator 0, KLK7 zymogen act 0.2, GC-B act -2, ssDAF12 agonist -1.3 and SMARCA2 act -3.
`Fc1ccc2c(c1)Sc1ccc(Cl)cc1CC2N1CCN(CCC2OCCO2)CC1` (stereo not given) gave hcDAF-12 act 2.4, DAX1 inh-1 1.5, GAA850 FXN act 1.3, hgDAF12 agonist 0.4, HGIII-sPLA2 inh 7, DAX1 inh-2 0.1, NPR1 activator -20, KLK7 zymogen act -0.3, GC-B act -11, ssDAF12 agonist -0.2 and SMARCA2 act -4.
For Cc1ccc2c(=O)cc(C(=O)NC3CCS(=O)(=O)C3)oc2c1C (stereo not given) the results were hcDAF-12 act -1.8, DAX1 inh-1 1.6, GAA850 FXN act -0.6, hgDAF12 agonist 0.7, HGIII-sPLA2 inh 4, DAX1 inh-2 1.6, NPR1 activator -4, KLK7 zymogen act 0.2, GC-B act -3, ssDAF12 agonist -0.8 and SMARCA2 act -2.
Screening CCCc1ncc(C(O)(c2ccccc2)c2ccc(C)cc2)n1C (stereo not given) returned hcDAF-12 act -2.1, DAX1 inh-1 -0.6, GAA850 FXN act -1.0, hgDAF12 agonist -2.8, HGIII-sPLA2 inh 5, DAX1 inh-2 0.2, NPR1 activator -20, KLK7 zymogen act 0.6, GC-B act -16, ssDAF12 agonist -1.5 and SMARCA2 act -3.
